Bioassay records deposited in PubChem by National Center for Advancing Translational Sciences (NCATS).
S3 lipid droplet – qHTS Assay for Lipid Storage Modulators in Drosophila S3 Cells | Drosophila S3 cells, BODIPY lipid droplet fluorescence, 18-24 h; cells fed with added oleic acid | Potency in µM for hits, for the others lipid storage change, negative = inhibition, % at the top dose, mostly 46.1 µM | hit rate 0.64% among 320,000 | AID 2685, 2010; active = well fitted inhibition curve with a large enough effect in the signal ratio, with a control signal flat, not every such curve was filed as active; inconclusive = small, poorly fitted or top-dose-only effect, or effect the other way, or a change in a side signal; the % refers to the signal ratio
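Drosophila S3 cells got compounds at several concentrations plus oleic acid (400 uM solution). Laser-scanning cytometry with 488 nm excitation read lipid droplets at 500-530 nm and cells at 575-640 nm. Percent activity was relative to 20 uM Triacsin C.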
S3 lipid droplet cell count max – further read-out of S3 lipid droplet, marked with its call; cell number change, %; measured here: cell count max response;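 cells counted by Cell Tracker Red CMTPX staining in the red channel; peak over a dose series mostly up to 46.1 µM; percent activity relative to internal control wells on each plate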
The depositor's hits bear a star; i = inactive; ? = inconclusive; · = not tested or not shown; [ ] = remark or other dose. % is set by controls: 0 for no effect and ±100 for the full control effect; potency is the fitted concentration of half-maximal effect.

molecule | S3 lipid droplet | S3 lipid droplet cell count max
O=C1CC(=O)N(c2ccc(Cl)cc2)C(=O)N1 | ? | ·
CN1C(=O)CN=C(c2ccccc2)c2cc(Cl)ccc21 | 2% | 14
CN1CCc2nc(SCc3ccccc3Br)c(C#N)cc2C1 | ? | ·
O=P(/C(=N/O)N1CCCCC1)(N1CCOCC1)N1CCOCC1 | -9% | -8
COc1ccccc1N1CCN(Cc2ccccc2Cl)CC1 | ? | ·
Cn1c(O)c(C=Nc2cccc(C(F)(F)F)c2)c(=O)n(C)c1=O | -5% | 7
O=C1Nc2cc(C(=O)N3CCC4(CC3)OCCO4)ccc2NC1CSCc1cccc(F)c1 (centres undefined) | i | ·
COc1c(/C=C2/C(=O)NC(=O)N(C)C2=O)c(CCN(C)C(=O)c2ccccc2)cc2c1OCO2 | ? | ·
O=C(c1ccc(CS(=O)(=O)c2ccc(Br)cc2)o1)N1CCC2(CC1)OCCO2 | ? | ·
CC1CCC(C(C)C)C(OC(=O)COC(=O)c2ccccc2N)C1 (centres undefined) | -22% | -8
COC(=O)C1=C(c2ccc(C(C)=O)cc2)C[C@@H]2CC[C@H]1N2C(=O)NCCCOC(C)C | 0% | -21
O=P(Nc1ccccc1)(Nc1ccccc1)Oc1ccc(Cl)cc1 | ? | ·
CCC(=Nc1ccc2c(c1)CCC2)c1c(O)n(C)c(=O)n(C)c1=O | 16% | 2
CN(C)CC#CCn1c2ccccc2c2ccccc21 | ? | ·
COc1ccc(C(O)c2ccccc2OP(=O)(N(C)C)N(C)C)cc1 (centres undefined) | ? | ·
COc1cc(C)cc(CN2CC=C(c3ccccc3)CC2)c1O | ? | ·
COc1cc([C@@H]2c3cc4c(cc3[C@@H](OC)[C@H]3COC(=O)[C@H]23)OCO4)cc(OC)c1O | 2% | 2
COC(=O)C1=C(c2ccc3ccccc3c2)C[C@@H]2CC[C@H]1N2C(=O)N1CCCC1 | ? | ·
O=P(Nc1cccnc1)(Oc1ccccc1Cl)Oc1ccccc1Cl | ? | ·
CN(C)c1nc(N(C)C)nc(N(C#N)CCCl)n1 | ? | ·
O=C1CSC2(CN3CCC2CC3)N1 (centres undefined) | ? | ·
COc1ccc(CC2(CCc3ccncc3)C(=O)NC(=O)NC2=O)cc1 | ? | ·
CC1CCCC(NC(=O)COC(=O)Cc2ccccc2)C1C (centres undefined) | ? | ·
O=C1NC(=O)N(c2ccc3c(c2)OCO3)C(=O)/C1=C/c1cccs1 | -5% | -12
Cc1ccccc1NC1=NCC(C)S1 (centres undefined) | ? | ·
Cc1cc(OC(=O)N(C)C)n(-c2ccccc2)n1 | ? | ·
COc1ccc2[nH]c3c(c2c1)CCN=C3C | ? | ·
COc1cc(CN=C(C)c2c(O)n(C)c(=O)n(C)c2=O)cc(OC)c1 | 3% | 5
Cn1c(O)c(C=NC2CCN(Cc3ccccc3)CC2)c(=O)[nH]c1=O | -10% | 0
COC(=O)CCCNC(=O)CN1CC(c2ccccc2)CC1=O (centres undefined) | ? | ·
Clc1ccc(C(OCCN2CCCCC2)c2ccccc2)cc1 (centres undefined) | -4% | -8
O=C(c1ccccc1F)N1CCC2(CC1)OCCO2 | -10% | -2
Cc1ccc(CN2CCN(Cc3ccccc3)CC2)cc1 | -7% | 2
C=CC1CN2CCC1CC2C(OC(C)=O)c1ccnc2ccc(OC)cc12 (centres undefined) | 10% | 9
O=c1[nH]c(=S)n(Cc2ccc(F)cc2)c(O)c1C=NCC1CCCO1 (centres undefined) | ? | ·
COc1ccc2c(CCN)c[nH]c2c1 | ? | ·
CN1CCN(c2ncnc3c2cnn3C)CC1 | -3% | -5
CCOC(=O)CC(NC(=O)C(Cc1ccc(N(CCCl)CCCl)cc1)NC(C)=O)C(=O)OCC (centres undefined) | ? | ·
c1ccc2nc(OCCN3CC3)ccc2c1 | ? | ·
COC(=O)C1=C(c2ccc(OC(F)(F)F)cc2)C[C@@H]2CC[C@H]1N2C(=O)NCCOc1ccc(OC)cc1 | ? | ·
NS(=O)(=O)OC(CCc1ccccc1)C(Cl)(Cl)Cl (centres undefined) | ? | ·
C[S+](CC[C@H](N)C(=O)O)C[C@H]1O[C@@H](n2cnc3c(N)ncnc32)[C@H](O)[C@@H]1O (some centres undefined) | ? | ·
COc1cccc(-n2c(CN3CCN(C)CC3)nc3ccc([N+](=O)[O-])cc3c2=O)c1 | i | -3
CC(=O)Nc1ccc2c(c1)CC1(C(=O)N(C)C(=O)N(C)C1=O)C1CCCN21 (centres undefined) | ? | ·
O=C(c1c[nH]cc1-c1ccccc1)c1cccc2ccccc12 | 0% | 2
CO[C@H]1C=C2CCN(C)[C@H]2C2c3cc4c(cc3C(=O)O[C@@H]21)OCO4 (some centres undefined) | ? | ·
O/N=C/c1c[nH]c2ccccc12 | i | ·
CCCC1C(C#N)=C(N)Oc2c1c(=O)oc1ccccc21 (centres undefined) | 9% | 4
C[C@]12CCC(=O)CC1CCC1C2CC[C@]2(C)C(OC(=O)CCC(=O)O)CCC12 (some centres undefined) | -3% | 7
CCOC(=O)C(NC(C)=O)C(OC(C)=O)c1cccc(N(CCCl)CCCl)c1 (centres undefined) | 9% | -4

4 compounds picked at random from those above, as already listed:
molecule | S3 lipid droplet | S3 lipid droplet cell count max
CO[C@H]1C=C2CCN(C)[C@H]2C2c3cc4c(cc3C(=O)O[C@@H]21)OCO4 (some centres undefined) | ? | ·
O=c1[nH]c(=S)n(Cc2ccc(F)cc2)c(O)c1C=NCC1CCCO1 (centres undefined) | ? | ·
Cc1cc(OC(=O)N(C)C)n(-c2ccccc2)n1 | ? | ·
O=C(c1ccccc1F)N1CCC2(CC1)OCCO2 | -10% | -2

(listing goes on)
molecule | S3 lipid droplet | S3 lipid droplet cell count max
FC(F)(F)c1cccc(C2NCc3ccccc3-n3cccc32)c1 (centres undefined) | 21% | 5
O=C1CN=C(c2ccccc2F)c2cc(Cl)ccc2N1 | ? | ·
COc1ccc(CNC(=O)/C=C/c2ccc3[nH]cc(CCN(C)C)c3c2)cc1 | 11% | 9
CCn1c(O)c(C=NCc2ccccc2)c(=O)[nH]c1=S | -4% | 12
CCCCCn1c(=O)c(C(=O)Nc2cccc(C)c2)c(O)c2ccccc21 | ? | ·
Cc1ccc(OCC(=O)Nc2ccc(Cl)cc2C(=O)c2ccccc2)cc1 | ? | ·
C=C1C[C@@H]2[C@H](CC[C@]3(C)C(=O)CC[C@@H]23)[C@@]2(C)C=CC(=O)C=C12 | 4% | -2
Cc1ccccc1NC(=O)CCl | -12% | -7
CCC1=Nc2cc(C(=O)N3CCC4(CC3)OCCO4)ccc2Sc2ccc(Br)cc21 | ? | ·
CCOP(=O)(OCC)OCC | -13% | 18
Cn1cc(C(=O)OCC(=O)N2CCCCC2)c2ccccc21 | ? | ·
O=C1C2CCCN2C(c2cccnc2)N1c1ccc(Cl)c(Cl)c1 (centres undefined) | -12% | 15
O=C(Cc1ccccc1)N1CCN(CC2CC=CCC2)CC1 (centres undefined) | i | 16
Cc1c(C(=O)C(=O)N2CCOCC2)c2ccccc2n1Cc1ccccc1 | i | ·
O=C(OC1CCN(CCCl)CC1)C(c1ccccc1)c1ccccc1 | -10% | -14
Cc1ccc(C2=NC(C)(C)N3C2C3c2ccc([N+](=O)[O-])cc2)cc1 (centres undefined) | 24% | 15
C[C@H]1C[C@@H](C)C(=O)[C@@H]([C@H](O)CC2CC(=O)NC(=O)C2)C1 | 1µM* | -28*
CN1CC(C(=O)c2ccc(Cl)cc2)C(c2ccc(N(C)C)cc2)C1 (centres undefined) | -6% | 5
CCCCN1C(=O)NC(=O)C2(Cc3c(nc4c(C)cccn4c3=O)N3CCc4ccccc4C32)C1=O (centres undefined) | ? | ·
CCCNC(=O)N1[C@H]2CC[C@@H]1C(C(=O)OC)=C(c1ccc(F)cc1F)C2 | ? | ·
O=c1c2ccccc2nc(-c2ccccc2)n1-c1nccs1 | ? | ·
CCOC(=O)CN1C(=O)C2(C(C#N)=C(N)Oc3ccccc32)C(C(=O)OC)=C1C (centres undefined) | ? | ·
O=C1/C(=C\c2cc3c(cc2Cl)OCO3)N2CCC1CC2 | ? | ·
COc1ccc(CCNCc2ccccc2F)cc1 | ? | ·
CC1CCN(CC#CCOc2ccc(Cl)cc2)CC1 | -17% | -12
O=c1oc2ccccc2c(O)c1C(c1ccccn1)c1c(O)c2ccccc2oc1=O | ? | ·
COc1ccc(C(C)=O)cc1CC(C(=O)c1ccc(C)cc1)N(C)C (centres undefined) | 13% | ·
CN(C)C1(c2nnnn2-c2ccc(Cl)cc2)CCCCC1 | ? | ·
O=c1[nH]c(O)c(N=Nc2ccc3c(c2)OCCO3)c(=O)[nH]1 | i | ·
c1cncc(C2CC(c3cccs3)n3ncnc3N2)c1 (centres undefined) | ? | ·
Nc1ccc(CCN2CCCC2)cc1 | i | -15
CCCCCCCSc1cc(OC)c(CCNC)cc1OC | 8% | -17
COc1ccc2[nH]c(C)c(CCNCc3cn(C)c4ccccc34)c2c1 | ? | ·
NP(=O)(OCCCc1ccccc1)c1ccccc1 (centres undefined) | ? | ·
O=C1CC(c2cccnc2)=NN1c1ccccc1 | ? | ·
CN(C)c1ccc(C(=O)c2ccc(N(C)C)cc2)cc1 | ? | ·
CC(C(=O)c1ccc2ccccc2c1)N1CCCCC1 (centres undefined) | ? | ·
O=C(O)C(O)(c1ccccc1)C1CCCCC1 (centres undefined) | 7% | -9
O=C(CN1CC=C(c2ccccc2)CC1)NC(=O)NCc1ccco1 | ? | ·
CCOc1ccc(CC2(CCc3ccncc3)C(=O)NC(=O)NC2=O)cc1 | ? | ·
Cc1ccc(C2(O)CC(C)N(C)CC2C)cc1 (centres undefined) | ? | ·
CN1/C(=C\C=Nc2ccccc2)C(C)(C)c2ccccc21 | ? | ·
COc1cc(-n2c(=S)[nH]c3ccccc3c2=O)c(Cl)cc1Cl | 15% | 22
Cc1ccc(-c2nc3ccc(Cl)cc3n2OC(=O)N(C)C)cc1 | ? | ·
O=C(c1ccc(Cl)cc1)C1CCCN(Cc2ccc3c(c2)OCCO3)C1 (centres undefined) | ? | ·
COC(=O)C1=C(c2ccc(F)cc2OCc2ccccc2)C[C@@H]2CC[C@H]1N2C(=O)N1CCC(O)CC1 | -6% | -3
CC1=NOC2(C)Nc3ncnn3C(c3ccccc3)C12 (centres undefined) | i | ·
Cc1ccc(-c2nn(Cc3ccccc3)cc2C(=O)O)cc1 | -14% | -14
CC1(C)CN=C(Nc2nc3ccccc3s2)S1 | i | 10
CC(Cc1ccccc1)NC(=O)Cc1ccc(N(C)C)cc1 (centres undefined) | 11% | 3

Entries of single compounds, looked up by structure.
`O=C(O)C(O)(c1ccccc1)C1CCCCC1` (centres undefined) reads S3 lipid droplet = 7%; S3 lipid droplet cell count max = -9
`O=c1oc2ccccc2c(O)c1C(c1ccccn1)c1c(O)c2ccccc2oc1=O` reads S3 lipid droplet = ?; S3 lipid droplet cell count max = ·

(cont.)
molecule | S3 lipid droplet | S3 lipid droplet cell count max
COC(=O)C1=Nc2ccccc2/C1=C\c1c(O)n(C)c(=O)n(C)c1=O | ? | ·
Cc1cccc(C)c1OP(N)(=O)OCC(F)(F)F (centres undefined) | ? | ·
CC1=NN(c2ccccc2)C(=O)C1/C=C1/C(=O)NC(=O)N(c2cccc(C)c2)C1=O (centres undefined) | 6% | 4
CCOP(=O)(OCC)C(NC(=O)Cc1ccccc1)C(Cl)(Cl)Cl (centres undefined) | ? | ·
CN1CCN(c2nc(N)cc(=O)[nH]2)CC1 | ? | ·
COC(=O)C1=C(c2ccccc2OCc2ccccc2)C[C@@H]2CC[C@H]1N2C(=O)NCCOc1ccccc1Cl | ? | ·
Cn1c(O)c(C=NCCCNC2CCCCC2)c(=O)n(C)c1=O | 5% | 13
CCOc1c(Cl)cc(CNCCc2c[nH]c3ccccc23)cc1OC | ? | ·
COC(=O)C1=C(c2c(C)noc2C)C[C@@H]2CC[C@H]1N2C(=O)N1CCCC1 | ? | ·
COC(=O)c1ccc(CC(C(=O)c2ccccc2)N(C)C)cc1 (centres undefined) | 3% | 6
Cc1ccc(C(C)C)c(OCC(=O)N2CCN(Cc3nc4cc([N+](=O)[O-])ccc4n3C)CC2)c1 | ? | ·
O=C(c1ccccc1)C(CN1CCCC1)c1ccccc1 (centres undefined) | ? | ·
COc1ccc(OCC(=O)N2CCN(Cc3ccc4c(c3)OCO4)CC2)cc1 | ? | ·
Cc1ccc2c(c1)C1CN(C)CCC1N2C(=O)Nc1cccc(Cl)c1 (centres undefined) | -15% | 3
CSc1ncc(CN2CCCC(C(=O)c3ccccc3SC)C2)cn1 (centres undefined) | ? | ·
Clc1ccc(OCC#CCN2CCCC2)cc1 | 25%[9.22 µM] | -1
CCOP(=O)(OCC)C(NC(=O)c1ccccc1)C(Cl)(Cl)Cl (centres undefined) | 3% | ·
Cc1ccc(C)c(NC2=NCCCS2)c1 | ? | ·
CCCCOC(=O)c1ccccc1C(=O)OCc1ccccc1 | -20% | -9
O=c1[nH]c(=O)n(-c2cccc3ccccc23)c(O)c1/C=N/N1CCCCC1c1cccnc1 (centres undefined) | 0% | 5
COC(=O)[C@]1(C)C[C@H]1[C@H](NP(=O)(c1ccccc1)c1ccccc1)c1ccccc1 | 1% | 19

These rows are one share of the data. The share of hits here may be higher or lower than overall.
